Source: PubChem
Rab2A wt mod – changes GTP binding to wildtype dog Rab2A, up or down; P61105; GST-Rab2 wt beads, Bodipy-GTP binding, flow cytometry; GTP binding activity, % at 10 µM; actives 0.19% (n = 190,000); AID 760;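 active = GTP binding activity at least 20 points away from 100%, either lowered or raised; inconclusive = signal likely due to the compound's own green fluorescence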;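 also: 0% = beads with excess unlabeled GTP and 100% = no-compound control corrected for plate trend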
Rac1 act GTP bind – alters GTP binding to activated mutant human Rac1. AID 764. GST-Rac1 activated beads, fluorescent GTP binding, flow cytometry; actives lie on both sides; 100% means binding = to untreated wells. P63000. actives 0.11% (n = 190,000). percent activity (GTP binding), % at 10 µM;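 active = GTP binding at least 20 percentage points away from the 100% baseline, in either direction, so actives lie on both sides; inconclusive = Compound likely fluorescent itself, or too few beads counted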
ABCB1 block – inhibitors of human ABCB1 transporter, ABCG2 counter-screen. CCRF-Adr cells, JC-1 efflux, flow cytometry. inhibition, % at 6.6 µM. actives 0.067% (n = 190,000). AID 1326; in the data active = inhibition above about 40%;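 also: 0% = vehicle and 100% = reference inhibitor; higher value means more JC-1 retained so stronger ABCB1 efflux block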
HRas wt GTP – modulators of GTP binding to human HRas wildtype; P01112; GST-Ras wt beads, Bodipy-FL-GTP binding, flow cytometry; actives lie on both sides; GTP binding activity, % at 10 µM; actives 0.14% (n = 190,000);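 active = GTP binding activity at least 20% away from the 100% baseline, either lowered as inhibitor or raised as activator; inconclusive = flagged as likely green fluorescent, judged across all proteins in the well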;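 also: 0% = unlabeled GTP competition control and 100% = no-compound control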
Target sequence (P01112 whole entry, looked up): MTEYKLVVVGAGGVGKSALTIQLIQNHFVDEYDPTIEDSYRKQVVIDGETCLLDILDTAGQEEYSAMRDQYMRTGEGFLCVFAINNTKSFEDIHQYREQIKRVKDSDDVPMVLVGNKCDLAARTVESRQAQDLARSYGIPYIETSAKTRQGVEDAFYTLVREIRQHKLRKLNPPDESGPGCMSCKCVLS
Avidin fluor – compound fluoresces at 488/530 nm on avidin beads. compound fluorescence 488/530 nm, flow cytometry; active compounds read high. fluorescence (KMESF) at 10 µM. actives 0.38% (n = 220,000). AID 1775; in the data active = fluorescence above about 47; also: inactives centre near 10
ABCG2 block – human ABCG2 inhibition, ABCB1 as counter-screen. Q9UNQ0. IgMXP3 cells, JC-1 efflux, flow cytometry. inhibition, % at 6.6 µM. actives 0.1% (n = 190,000);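 active = inhibition above 80%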;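 also: 0% = DMSO and 100% = nicardipine control wells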
Target sequence (Q9UNQ0 whole entry, looked up): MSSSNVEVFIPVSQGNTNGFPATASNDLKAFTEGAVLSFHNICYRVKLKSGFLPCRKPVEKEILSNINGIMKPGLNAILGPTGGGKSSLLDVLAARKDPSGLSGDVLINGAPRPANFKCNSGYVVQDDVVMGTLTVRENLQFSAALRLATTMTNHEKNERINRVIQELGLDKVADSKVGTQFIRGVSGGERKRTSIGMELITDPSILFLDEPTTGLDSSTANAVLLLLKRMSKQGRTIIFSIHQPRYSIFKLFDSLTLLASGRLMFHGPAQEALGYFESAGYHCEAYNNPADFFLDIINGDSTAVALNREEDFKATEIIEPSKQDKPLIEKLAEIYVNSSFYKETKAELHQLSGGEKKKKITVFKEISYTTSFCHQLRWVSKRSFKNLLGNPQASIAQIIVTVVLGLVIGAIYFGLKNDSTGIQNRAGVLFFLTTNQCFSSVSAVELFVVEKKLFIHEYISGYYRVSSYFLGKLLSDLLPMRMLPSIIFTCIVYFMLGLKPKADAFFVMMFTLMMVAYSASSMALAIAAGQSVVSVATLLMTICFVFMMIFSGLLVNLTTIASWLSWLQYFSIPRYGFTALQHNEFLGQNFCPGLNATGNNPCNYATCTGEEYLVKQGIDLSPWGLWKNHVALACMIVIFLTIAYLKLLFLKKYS
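Test system: IgMXP3 (ABCG2) plus far-red-tagged CCRF-Adr (ABCB1) cells. Reagent: JC-1 dye as substrate. Timing: 10 min exposure at 25 °C with rotation, no wash. Measured by: flow cytometric JC-1 green MFI at 530 nm. Read-out: percent efflux inhibition, scaled nicardipine 100% to DMSO 0%. Control set: nicardipine and DMSO wells.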
Cdc42 wt – changes GTP binding to wildtype human Cdc42 | AID 761 | P60953 | percent activity (GTP binding), % at 10 µM | actives 0.2% (n = 190,000) | GST-Cdc42 beads, Bodipy-GTP binding, flow cytometry; actives lie on both sides;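 active = percent activity GTP binding at least 20 points away from the 100% baseline, either down as inhibitor or up as activator; inconclusive = compound flagged as likely green fluorescent from well-wide comparison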;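 also: median bead fluorescence of bound Bodipy-FL-GTP at 100 nM; 0% = excess unlabeled GTP control and 100% = no compound control; below 100% means less GTP binding so inhibitor and above means activator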
Target sequence (P60953 whole entry, looked up): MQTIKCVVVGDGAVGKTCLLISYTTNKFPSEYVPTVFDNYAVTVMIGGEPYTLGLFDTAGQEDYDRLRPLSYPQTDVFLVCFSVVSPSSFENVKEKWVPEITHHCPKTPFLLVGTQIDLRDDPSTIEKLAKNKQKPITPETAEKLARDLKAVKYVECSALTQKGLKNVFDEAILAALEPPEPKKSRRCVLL
GSH bead fluor – compound fluoresces at 488/530 nm on GSH beads; GSH beads flow cytometry, compound fluorescence 488/530 nm; active compounds read high; fluorescence (KMESF) at 10 µM; actives 0.25% (n = 190,000); in the data active = fluorescence above about 89;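 also: glutathione beads carrying GST-tagged Bcl family fusion proteins plus one bare bead set; values are compound well signal with DMSO vehicle wells as background; inactives centre near 16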
Rab7 wt GTP bind – alters GTP binding to wildtype dog Rab7; GST-Rab7 beads, fluorescent GTP binding, flow cytometry; actives lie on both sides; untreated = 100%, excess cold GTP = 0%; GTP binding activity (percent of control), % at 10 µM; actives 0.055% (n = 190,000); AID 758;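 active = fluorescent GTP binding to Rab7 beads changed by at least 20 points from the 100% baseline, either direction, mostly lower; inconclusive = compound itself probably fluorescent, or too few beads counted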;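 also: median green fluorescence of bound Bodipy-FL-GTP per Rab7 bead population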
Rac1 wt modul – modulators of human Rac1 wildtype GTP binding | GST-Rac1 beads, fluorescent GTP binding, flow cytometry; actives lie on both sides; 0 = cold GTP competed, 100 = untreated | actives 0.27% (n = 190,000) | AID 757 | GTP binding activity (% of control), % at 10 µM;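 active = GTP binding activity at least 20 points away from the 100% control level, either lower or higher; inconclusive = compound flagged as likely green fluorescent, judged across all proteins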
Pf gametocyte – P. falciparum stage V gametocyte viability inhibition; inhibition, % at 10.9 µM; actives 0.065% (n = 150,000); P. falciparum stage V gametocytes, ATP luminescence, 24 h;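 active = inhibition above the mean plus 3 SD of compounds within the control limits, set per campaign, cut at about 38% in these data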;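 also: 0% = DMSO wells and 100% = medium only without gametocytes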
* = called active by the depositor; ? = inconclusive; . = not tested or not shown.

SMILES | Rab2A wt mod | Rac1 act GTP bind | ABCB1 block | HRas wt GTP | Avidin fluor | ABCG2 block | Cdc42 wt | GSH bead fluor | Rab7 wt GTP bind | Rac1 wt modul | Pf gametocyte
COc1cccc(CNC(=O)C2CCN(Cc3cnn(-c4ccccc4)c3-n3cccc3)CC2)c1 | 99 | 98 | 1.7 | 98 | 14 | -2 | 100 | 29 | 98 | 99 | .
CCN1c2ccc(S(=O)(=O)N3CCOCC3)cc2N(Cc2ccc(OC)cc2)C1C (stereo not given) | 97 | 95 | 0.4 | 97 | 16 | 0 | 93 | 11 | 97 | 96 | 8
Cc1ccc(S(=O)(=O)N2CCC(=O)N(CCOCc3ccc(C(F)(F)F)cc3)CC2)cc1 | 101 | 100 | 0.4 | 98 | 11 | 1 | 101 | 18 | 93 | 103 | .
O=C(OCc1nnc(-c2ccccc2)o1)c1ccccc1 | 93 | 92 | 0.7 | 94 | 8 | 5 | 93 | 14 | 98 | 97 | 13
COc1ccc(C2CC(C(F)(F)F)n3nc(C(=O)N(C)Cc4cn(C)nc4C)c(Cl)c3N2)cc1 (stereo not given) | 107 | 106 | 0.1 | 109 | 34 | 0 | 108 | 21 | 107 | 108 | .
COc1ccc(Oc2cc(Cl)nc(N)n2)cc1 | 99 | 95 | 0.4 | 100 | 21 | 2 | 96 | 10 | 107 | 98 | 1
COc1ccc(C2CC(=O)Nc3sc(=N)c4c(N)c(C#N)c(N)nc4c32)cc1OC (stereo not given) | 92 | 97 | 0.1 | 94 | 12 | 0 | 95 | 14 | 98 | 96 | 3
CC(=O)c1cc(NC(=O)c2cccc(C(F)(F)F)c2)c(=O)oc1/C=C/N(C)C | 99 | 99 | 0.6 | 100 | 12 | 1 | 102 | 36 | 99 | 107 | -7
Cc1ccccc1OCC(=O)NNC(=S)NC(=O)c1ccco1 | 98 | 98 | 0.2 | 98 | 8 | 4 | 97 | 53 | 97 | 100 | -29
O=C(CSC1=NC(=O)C(Cc2ccccc2)C(=O)N1)NC1CCCCC1 (stereo not given) | 102 | 98 | 0.2 | 102 | 11 | 0 | 102 | 69 | 105 | 106 | .
CCCCN=c1scc(-c2ccc3c(c2)NC(=O)CO3)n1N=C1CCCC1 | 99 | 100 | 1.7 | 102 | 6 | 18 | 100 | 44 | 103 | 108 | .
COCCCNC(=S)NNC(=O)C(O)(c1ccccc1)c1ccccc1 | 100 | 95 | -0.1 | 101 | 10 | 0 | 96 | 13 | 109 | 99 | -14
O=C(CSc1ccccc1)Nc1ccc(NC(=O)c2ccco2)cc1 | 99 | 96 | 1.1 | 102 | 10 | 5 | 100 | 65 | 100 | 101 | -7
COc1ccc(-c2nnc(SCC(=O)NNC(=O)Cc3ccccc3)n2C)cc1OC | ? | ? | 0.2 | ? | 2 | 2 | ? | 7 | ? | ? | -9
COc1ccccc1NC(=O)CN(Cc1ccco1)C(=O)c1cc2ccccc2o1 | 97 | 94 | 1.2 | 96 | 25 | 3 | 92 | 12 | 100 | 95 | .
CCOC(=O)C(C)Sc1nnc(Cc2cc(=O)[nH]c(=O)[nH]2)n1-c1ccc(OCC)cc1 (stereo not given) | 107 | 103 | 0.4 | 105 | 7 | 3 | 108 | 13 | 102 | 109 | .
Cc1ccc(CSc2ncn(-c3ccccc3)n2)cc1 | 98 | 99 | 0.5 | 97 | 3 | 0 | 99 | 27 | 98 | 99 | -23
CCCCCCCC(=O)NC(Nc1ccccc1OC)C(Cl)(Cl)Cl (stereo not given) | 100 | 100 | -1.0 | 98 | 16 | 4 | 98 | 35 | 101 | 100 | .
CCOC(=O)c1ccc(NS(=O)C23CC4CC(CC(C4)C2)C3)cc1 (stereo not given) | 101 | 100 | 0.6 | 101 | 9 | 3 | 101 | 8 | 98 | 103 | .
COc1ccc(N2CCc3c(C)nc(SC)nc32)cc1 | 86 | 94 | 0.9 | 93 | 10 | 6 | 93 | 20 | 97 | 91 | 5
Cc1ccc(C(=O)CCCn2nnc(-c3cccnc3)n2)cc1C | 101 | 99 | 0.6 | 101 | 8 | 2 | 101 | 36 | 101 | 102 | .
COc1ccc(/C=N/NC(=O)c2nc(-c3ccccc3)cc(-c3ccccc3)n2)cc1O | 94 | 99 | 2.4 | 96 | 8 | 2 | 97 | 5 | 100 | 97 | -21
Cn1c(=O)c2c(ncn2CCc2ccccc2)n(C)c1=O | 93 | 94 | 0.3 | 92 | 11 | 7 | 90 | 14 | 96 | 91 | 15
Cc1ccc(/C(O)=C2/C(=O)C(=O)N(CCN3CCOCC3)C2c2cccnc2)cc1 (stereo not given) | 100 | 100 | 0.0 | 101 | 30 | 0 | 103 | 24 | 102 | 105 | -1
O=C(CCNC(=O)OCc1ccccc1)NC1CCCCCC1 | 100 | 101 | 0.5 | 101 | 11 | 6 | 104 | 10 | 100 | 103 | -4
C[C@@H](C(=O)NCCc1c[nH]c2ccccc12)[C@H]1C[C@]1(C)[C@H](NC(=O)OCc1ccccc1)c1ccccc1 | 102 | 101 | 3.5 | 105 | 11 | 14 | 99 | 17 | 100 | 107 | -4
CN(C(=O)OCc1ccccc1)C(CC(N)=O)C(=O)O (stereo not given) | 102 | 99 | 0.3 | 103 | 27 | 1 | 101 | 22 | 103 | 103 | .
Cc1c(C(=O)N2CCC(C)CC2)sc2ncnc(N3CCN(c4ccccc4)CC3)c12 | 98 | 97 | 1.4 | 98 | 8 | 7 | 95 | 36 | 97 | 97 | .
N#C[C@@H]1[C@@H]2C(=O)N(c3ccc4c(c3)OCCO4)C(=O)[C@@H]2C2c3ccccc3C=CN21 (stereo not given in full) | 101 | 101 | 0.1 | 103 | 33 | 2 | 105 | 22 | 97 | 110 | .
COc1ccc(-n2nc([N+](=O)[O-])c(=NCc3ccco3)n2O)cc1 | 100 | 97 | 0.5 | 98 | 11 | 3 | 96 | 14 | 106 | 101 | -24
O=C(NCc1ccco1)C1CCCCC1 | 99 | 98 | -0.3 | 101 | 10 | 0 | 100 | 9 | 103 | 100 | 2
O=C(Nc1ccccc1C(F)(F)F)c1ccc(CN2CCC(Cc3ccccc3)CC2)cc1 | 103 | 102 | 1.6 | 103 | 13 | 1 | 101 | 15 | 102 | 105 | .
O=C(CCNc1ccccc1)c1cccc([N+](=O)[O-])c1 | 97 | 95 | -0.1 | 97 | 13 | -2 | 98 | 27 | 97 | 96 | 8
O=C(CSc1nc2ccccc2[nH]1)Nc1nc(-c2cccc(Br)c2)cs1 | 95 | 98 | -0.2 | 98 | 6 | 1 | 102 | 11 | 98 | 99 | 0
O=[N+]([O-])c1cccc(/C=N/Nc2nc(C(Cl)(Cl)Cl)nc3ccccc23)c1 | 104 | 102 | -1.2 | 104 | 3 | -6 | 105 | 7 | 99 | 105 | -1
O=C1NC(c2cccs2)Nc2ccccc21 (stereo not given) | 108 | 101 | 0.4 | 109 | 16 | 1 | 108 | 22 | 107 | 107 | -21
Cc1ccc(C(=O)CCC2CCCC2=O)cc1 (stereo not given) | 101 | 100 | 0.1 | 102 | 4 | 0 | 103 | . | 100 | 104 | .
COc1ccc(C(=O)Nc2cccc(S(C)(=O)=O)c2)cc1 | 97 | 93 | 2.0 | 97 | 11 | 19 | 96 | 19 | 104 | 93 | 0
Cc1ccccc1OCc1nc(-c2cccnc2)no1 | 98 | 97 | -2.1 | 98 | 8 | 12 | 98 | 15 | 96 | 103 | -31
COc1cccc(NC(=O)C2CCN(c3ncccn3)CC2)c1 | 100 | 100 | 0.5 | 103 | 14 | 4 | 103 | 64 | 103 | 106 | .
Cc1cc(C)cc(OCCNS(=O)(=O)c2cccs2)c1 | 100 | 100 | 0.6 | 100 | 7 | 3 | 102 | 13 | 102 | 105 | 8
CCOC(=O)c1ccc(Oc2nc(NC(C)(C)C)nc(N(C)C)n2)cc1 | 97 | 96 | 0.4 | 97 | 6 | 1 | 98 | 17 | 97 | 99 | .
COc1cc(CN2CCNC(=O)C2CC(=O)N(C)Cc2ncc[nH]2)cc(OC)c1 (stereo not given) | 98 | 97 | 0.1 | 97 | 34 | 0 | 99 | 12 | 99 | 104 | 3
O=[N+]([O-])c1ccc2c(c1)nc1n2CCN(C2CCCCC2)C1 | 96 | 97 | 0.0 | 97 | 12 | 16 | 96 | 9 | 98 | 101 | -14
CCOCCCNS(=O)(=O)c1ccc(Br)cc1 | 101 | 97 | 1.1 | 100 | 13 | -2 | 102 | 37 | 106 | 104 | 10
CCc1cccc2c(=O)c(C(=O)N3CCOCC3)c[nH]c12 | 103 | 101 | 0.6 | 103 | 31 | 5 | 104 | 18 | 101 | 107 | -3
CCCn1c(=S)[nH]c2cc(OC)c(OC)cc2c1=O | 104 | 100 | 1.8 | 103 | 13 | 57 | 103 | 26 | 105 | 103 | .
O=c1c(N2CCOCC2)coc2ccccc12 | 97 | 95 | 3.0 | 98 | 3 | 7 | 101 | 9 | 96 | 101 | 7
CCOC(=O)Cc1nnc(NC(=O)C2CCCCC2)s1 | 99 | 97 | 0.2 | 100 | 11 | 1 | 96 | 21 | 104 | 99 | .
Cc1ccc(-c2nnn(CC(=O)N(CC3CCCO3)C(C(=O)NC3CCCC3)c3ccc(F)cc3)n2)o1 (stereo not given) | 101 | 96 | 2.3 | 99 | 8 | 7 | 100 | 14 | 103 | 100 | 4
CCCC1(CCC)NC(=O)NC1=O | 93 | 93 | 0.2 | 95 | 4 | 1 | 93 | 53 | 92 | 100 | .
Cc1cc(NC(=O)C2CCCCC2)ccc1NC(=O)c1ccccc1Cl | 97 | 99 | -0.6 | 98 | 3 | 1 | 102 | 20 | 96 | 109 | 11
CC(C)(C)NC(=S)NNC(=O)c1cccc(Br)c1 | 103 | 99 | 0.4 | 101 | 9 | 2 | 102 | 24 | 106 | 101 | -3
Cc1ccccc1-n1c(Cc2cccs2)n[nH]c1=S | 97 | 95 | -0.2 | 99 | 10 | 0 | 95 | 9 | 99 | 95 | 2
O=C(OCc1nc2ccccc2[nH]1)C12CC3CC(CC(C3)C1)C2 | 98 | 98 | 0.8 | 99 | 13 | 4 | 101 | 8 | 97 | 99 | -1
COC(=O)C1=C(NC(=O)COc2ccc(Cl)cc2Cl)CCS1 | 97 | 97 | 0.3 | 99 | 8 | 3 | 99 | 16 | 100 | 100 | .
